ELG1 DNA repair = ELG1-dependent DNA repair inhibition; 330,000 compounds, 2.3% hits; Potency, µM (top dose mostly 46.1 µM), for inactives: top-dose activity change, negative = inhibition, actives largely listed as inhibitors; AID 504467; HEK293T ELG1-luciferase reporter, luminescence, 16 h; DNA damage induced by 5-fluorouridine; also: potency is read from the fitted curve at half-maximal effect; % is scaled to controls: 0 for no effect and ±100 for the full control effect; nearly all actives have a fitted effect of over 55% in size
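Cells (2,000 per well) received 5-fluorouridine plus test compound or DMSO and were incubated 16 hr at 37 °C, 5% CO2. Luciferase activity was read by luminescence 30 min after ONE-Glo addition; signal suppression marked inhibition of damage-induced ELG1 function.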
Mito fusion yeast = mitochondrial division inhibition or fusion activation. 320,000 compounds, 0.23% hits. AID 485298. S. cerevisiae fusion-defective mutant growth rescue, CellTiterGlo 48 h. Potency, µM (titrated, usually from 46.1 µM), without a hit: top-dose growth rescue (activation), hits mostly activators;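 also: potency is read from the fitted curve at half-maximal effect; % of control where 0% means no effect; nearly all actives have a fitted effect of over 45% in size; temperature-sensitive fusion mutants such as fzo1-1 at 37 °C on non-fermentable ethanol glycerol medium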
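Temperature-sensitive fusion-defective S. cerevisiae (e.g. fzo1-1, mgm1-5) were grown with compound in YPEG medium (3% ethanol, 3% glycerol) for 48 hours at 37C. Growth rescue was measured as viability by CellTiterGlo luminescence after 10 minutes at ambient.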
B2AR arrestin = agonists driving beta-arrestin recruitment to human beta2-adrenergic receptor; beta-arrestin recruitment to beta2AR, cell-based reporter; 330,000 compounds, 0.02% hits; AID 492947; Potency, µM (doses to about 46.1 µM), inactives show at the top dose activation, usual class: activators; P07550;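 also: potency is read from the fitted curve at half-maximal effect; 0% = DMSO controls and full agonism = EC100 isoproterenol or metaproterenol; nearly all actives have a fitted effect of over 65% in size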
TSHR antagonist = human thyrotropin receptor antagonism. activity change, negative = inhibition, % at 11.5 µM. P16473. 330,000 compounds, 0.2% hits. AID 504810. TSHR-expressing cells, TSH-stimulated cAMP HTRF, 2 h; active compounds read low;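 active = activity change below a set negative limit, meaning inhibition stronger than a set level, cut at about -70% in these data; inconclusive = activity change between two set negative limits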; also: % is scaled to controls: 0 for no effect and ±100 for the full control effect
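Read-out is FRET at 665 nm (cryptate excitation 337 nm) from a cryptate-tagged anti-cAMP antibody, competed by cell cAMP against cAMP-d2. Compounds are tested on freshly harvested TSHR cells challenged with 4nM TSH (EC80) for 2 hours at 37 deg C.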
USP2a block = blocks human ubiquitin-specific protease USP2a. O75604. 330,000 compounds, 0.01% hits. Potency, µM (highest dose often 38.3 µM), without a hit: at the highest dose activity change, negative = inhibition, hits mostly inhibitors. USP2 core, Ub-CHOP2 coupled fluorogenic reporter, 485/531. AID 463254;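 also: potency is read from the fitted curve at half-maximal effect; plate controls were DMSO wells for no effect and full inhibition by NEM control for full effect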
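Cell-free coupled assay: 10nM USP2 core preincubated 30min RT with compound in Tris-HCl pH 8.0/CaCl2/CHAPS buffer, then 25nM Ub-CHOP2 and 25nM reporter substrate; fluorescence (Ex 485/Em 531) read after 60min RT, normalized to NEM inhibition, concentration-response curves fitted.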
TCR activator = T cell receptor activation; primary human leukocytes, anti-CD3, IL-2 HTRF, 48 h; Potency, µM (titrated, usually from 9.22 µM), without a hit: at the top dose activation of IL-2 secretion, usual class: activators; 330,000 tested, under 10 active; AID 504894; also: % of control where 0% means no effect
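HTRF read-out of IL-2 secretion: europium cryptate donor excited at 320nm, d2 acceptor emission at 665nm. Cells were primary human leukocytes incubated 48 hr with compounds and a-CD3 beads, supplying TCR signal only.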
PTAP TSG101 blk = blocks PTAP/TSG101 interaction to inhibit HIV-1 budding | Q99816 | Fluorescence polarization, FITC-PTAP peptide / Tsg101 binding | Potency, µM (highest dose often 115 µM), inactives show at the top dose activity change, negative = inhibition, hits mostly inhibitors | 340,000 tested, under 10 active | AID 493005; active = well fitted inhibition curve with a large enough effect in the main read-out, with a control signal flat, not every such curve was filed as active; inconclusive = small, poorly fitted or top-dose-only effect, or effect the other way, or a change in a side signal; inactive = no such curve, though single readings can be large or run the other way; also: potency is read from the fitted curve at half-maximal effect; % of control where 0% means no effect
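Fluorescence polarization binding of Tsg101 binding domain (10 uM final) to FITC-labeled PTAP peptide (50 nM final) in HEPES pH 7.5 buffer with NaCl, Tween 20, EDTA, TCEP. Compounds added before peptide; binding 20 min at RT.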
Eya2 inh = inhibitors of human Eya2 phosphatase activity; Potency, µM (doses to about 76.9 µM), for the others: top-dose activity, negative = inhibition, actives largely listed as inhibitors; AID 488837; recombinant Eya2, OMFP fluorescence dephosphorylation (OMFP is methylfluorescein phosphate); O00167; 330,000 compounds, 0.006% hits; also: potency is read from the fitted curve at half-maximal effect; % is scaled to controls: 0 for no effect and ±100 for the full control effect
Target sequence (O00167 whole entry, looked up): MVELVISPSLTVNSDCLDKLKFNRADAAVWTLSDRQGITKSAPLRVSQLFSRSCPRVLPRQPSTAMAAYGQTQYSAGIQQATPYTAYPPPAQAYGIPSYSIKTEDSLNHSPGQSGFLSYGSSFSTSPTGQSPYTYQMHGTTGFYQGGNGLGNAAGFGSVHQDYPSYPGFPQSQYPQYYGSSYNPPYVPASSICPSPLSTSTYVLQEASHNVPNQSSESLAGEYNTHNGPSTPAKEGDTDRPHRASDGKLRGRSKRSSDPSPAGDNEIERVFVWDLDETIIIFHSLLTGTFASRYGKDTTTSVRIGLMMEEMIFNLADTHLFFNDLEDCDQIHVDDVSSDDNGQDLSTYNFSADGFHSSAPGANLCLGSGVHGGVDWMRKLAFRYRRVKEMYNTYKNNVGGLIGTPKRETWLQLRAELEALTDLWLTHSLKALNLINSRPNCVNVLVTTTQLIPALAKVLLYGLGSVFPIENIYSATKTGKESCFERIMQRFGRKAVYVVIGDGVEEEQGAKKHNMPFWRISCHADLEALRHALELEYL
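Eya2 protein (added as 0.2 uM solution) was preincubated with compound for 10 min at ambient temperature in 50 mM HEPES pH 7.5, 50 mM NaCl, 5 uM MgCl2, 0.05% BSA, 1 mM DTT. OMFP (added at 50 uM) then reacted 10 min; fluorescence read at 485/525 nm.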
Chronic BCR inh = blocks chronic active B-cell receptor signaling; ABC-DLBCL IkBa-CBG/CBR reporter, luminescence ratio, 4 h; Potency, µM (titrated, usually from 46.1 µM), for inactives: at the highest dose ratio change, negative = lower green/red ratio, usual class: inhibitors; 340,000 compounds, 0.05% hits; active = well fitted inhibition curve with a large enough effect in the signal ratio, with a control signal flat, not every such curve was filed as active; inconclusive = small, poorly fitted or top-dose-only effect, or effect the other way, or a change in a side signal; the % refers to the signal ratio;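 also: potency is read from the fitted curve at half-maximal effect; plate controls were basal doxycycline-induced cells for no effect and cells given 10 µM MG132 for full effect; MG132 reads +100%, hits lower the ratio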
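Compounds up to 46 uM were incubated four hours with TMD8 cells whose green CBG68 luciferase is fused to IkappaBalpha; red CBR luminescence normalised the signal, and concentration-effect curves were fitted to fusion, red and ratio data.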
uPA generation = cell surface uPA generation inhibition; cell surface uPA generation assay, qHTS; Potency, µM (highest dose often 38.3 µM), for the others: top-dose activity change, negative = inhibition, hits mostly inhibitors; 330,000 compounds, 0.31% hits; AID 540303; active = well fitted inhibition curve with a large enough effect; inconclusive = small, poorly fitted or top-dose-only effect; inactive = no such curve, though single readings can be large or run the other way; tested in mouse RAW 264.7 cells; also: potency is read from the fitted curve at half-maximal effect; % is scaled to controls: 0 for no effect and ±100 for the full control effect; nearly all actives have a fitted effect of over 55% in size
Tb PFK inh = blocks T. brucei phosphofructokinase. O15648. T. brucei PFK, ADP-Glo luminescence. Potency, µM (top dose mostly 57.5 µM), inactives show at the top dose activity, negative = inhibition, actives largely listed as inhibitors. 330,000 compounds, 0.17% hits. AID 485367;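 also: potency is read from the fitted curve at half-maximal effect; 0% = uninhibited 1x PFK enzyme wells and -100% = no-enzyme wells; nearly all actives have a fitted effect of over 60% in size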
Target sequence (O15648 whole entry, looked up): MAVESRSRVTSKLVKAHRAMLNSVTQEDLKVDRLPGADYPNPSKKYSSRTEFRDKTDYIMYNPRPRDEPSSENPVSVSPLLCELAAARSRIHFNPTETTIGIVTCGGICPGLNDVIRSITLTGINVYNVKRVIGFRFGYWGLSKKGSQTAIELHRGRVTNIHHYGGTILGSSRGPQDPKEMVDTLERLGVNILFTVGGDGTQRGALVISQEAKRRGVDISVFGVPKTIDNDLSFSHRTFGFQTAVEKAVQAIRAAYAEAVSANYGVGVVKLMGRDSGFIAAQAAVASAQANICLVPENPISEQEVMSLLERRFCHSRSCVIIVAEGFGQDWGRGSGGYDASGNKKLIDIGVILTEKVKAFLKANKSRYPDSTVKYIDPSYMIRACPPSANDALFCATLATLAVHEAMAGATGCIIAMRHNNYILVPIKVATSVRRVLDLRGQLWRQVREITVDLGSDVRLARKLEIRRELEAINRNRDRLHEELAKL
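Compounds were pin-transferred as a titration series up to 57 uM into substrate buffer (0.5 mM F6P, 0.1 mM ATP, pH 8.0), then 1.25 nM PFK was added and reactions ran 45 min before ADP-Glo detection.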
Numbers without * were called inactive; ? = inconclusive; . = no result given; [ ] = dose if it differs, or a comment. Unless noted, calls follow the shape of the dose curve; as a rule, active = well fitted curve in the direction sought with a large enough effect; inconclusive = small, poorly fitted or top-dose-only effect, or another doubt; inactive = no such curve, though single readings can be large; an effect the other way counts as inactive or inconclusive. Compounds were not picked by outcome; 3% or so of the library scored in one or more.

SMILES	ELG1 DNA repair	Mito fusion yeast	B2AR arrestin	TSHR antagonist	USP2a block	TCR activator	PTAP TSG101 blk	Eya2 inh	Chronic BCR inh	uPA generation	Tb PFK inh
COc1ccc(-c2[nH]c(-c3ccc(Cl)cc3)nc2SCC(=O)Nc2nccs2)cc1	?	12%	-2.0%	-11	4%	2%	-2%	0%	0%	?	2%
COc1cc(C(=O)O)ccc1OC(C)=O	-1%	1%	-0.2%	4	0%	1%	-4%	-20%	7%	11%	-5%
CC(=O)Oc1cc2c(C(=O)NCCN3CCOCC3)c(C)oc2c2ccccc12	?	-3%	-0.2%	3	2%	-4%	1%	5%	-6%	-2%	0%
COc1ccc(Nc2nnc(C)c(=O)[nH]2)cc1	-4%	-3%	-0.6%	-17	8%	4%	-2%	14%	-3%	2%	-6%
COc1cccc(C2CC(=O)Nc3c2c(=O)n(C)c(=O)n3C)c1OC (configuration not stated)	15%	0%	0.1%	3	0%	0%	-13%	22%	9%	-17%	-9%
CN(C)S(=O)(=O)Oc1ccsc1C(=O)Nc1cccc(Cl)c1Cl	-10%	13%	-0.4%	-15	0%	-6%	0%	-4%	-8%	7%	3%
Cn1c(=O)c([N+](=O)[O-])c(Oc2ccccc2)c2ccccc21	14%	1%	0.1%	-23	-3%	-2%	-1%	1%	?	-2%	5%
CCc1ccccc1NC(=O)CNC(=O)c1n[nH]c(=O)c2ccccc12	?	-4%	-0.1%	0	2%	-3%	1%	3%	?	-3%	0%
COc1ccc(-c2sc3ccccc3c2-c2ccc(O)cc2)cc1	1%	.	0.0%	23	5%	6%	.	9%	3%	-8%	8%
CN(C)c1ccc(NC(=O)CCN2C(=O)c3cccc([N+](=O)[O-])c3C2=O)cc1	3%	1%	-0.9%	1	1%	7%	-2%	?	4%	7%	-1%
O=C(COC(=O)CNC(=O)c1ccc([N+](=O)[O-])o1)Nc1ncc(C(F)(F)F)cc1Cl	15%	0%	0.2%	3	-9%	-3%	-6%	17%	1%	-29%	-10%
NNS(=O)(=O)c1ccc(Sc2ccccn2)c([N+](=O)[O-])c1	0%	1%	-0.3%	-3	0%	4%	-1%	-26%	-2%	-35%	2%
O=C(C[n+]1cccc(NC(=O)c2ccccc2)c1)c1ccc(NC(=O)c2ccccc2)cc1	12%	-4%	-0.4%	-15	-1%	-34%	-4%	-6%	6%	-8%	11%
CSc1ccccc1NC(=O)COC(=O)Cc1ccsc1	-2%	.	0.0%	.	5%	-2%	1%	-21%	-1%	-6%	19%
Cc1cc(NC(=NC2CC2)c2ccccc2)n(-c2ccccc2)n1	0%	2%	0.0%	2	10%	3%	-4%	8%	4%	2%	0%
COc1ccc(N(CC(=O)NCc2ccco2)C(=O)CCC(=O)Nc2ccccn2)cc1	-2%	2%	-0.2%	-7	1%	2%	-7%	14%	1%	-2%	2%
O=C(/C=C/c1ccccc1)NC(=S)Nc1ncccn1	4%	-11%	0.5%	18	0%	-3%	-4%	6%	?	-4%	-3%
Nc1nc2ccc(C(=O)Nc3ccccc3)cc2s1	?	7%	-0.8%	-4	-1%	-26%	-6%	0%	?	-2%	0%
O=C(Cn1c(=O)oc2cc(S(=O)(=O)N3CCCC3)ccc21)NC1CCCc2ccccc21 (configuration not stated)	9%	-2%	-0.2%	-9	0%	-4%	-5%	6%	5%	12%	4%
CC(Sc1nc2ccccc2n1C)C(=O)NC(c1ccccc1)c1ccccc1 (configuration not stated)	-4%	?	5.8%	-1	-10%	0%[46.1 µM]	-7%	-6%	1%	2%	-5%
Cc1cc(O)c(/C=N/Nc2ccc(F)cc2)c(=O)o1	?	-5%	0.5%	-2	0%	3%	-2%	9%	2%	8%	-1%
O=C(NNC(=O)c1ccc([N+](=O)[O-])o1)c1ccccc1	-18%	-6%	0.9%	28	-5%	-7%	-6%	-8%	?	-8%	-6%[0.46 µM]
COc1ccc(/C=C2\S/C(=N/S(=O)(=O)c3cccs3)NC2=O)cc1	-5%	27%	0.0%	2	-1%	0%	-12%	1%	1%	3%	-5%
O=C(CN(Cc1ccccc1F)S(=O)(=O)c1ccc(Cl)cc1)NCCCO	0%	-5%	-0.6%	-1	1%	-8%	1%	4%	-21%	1%	-2%
O=C(CSc1nnc(NC(=O)C2CC2)s1)Nc1ccccc1	10%	-7%	-0.1%	-18	4%	10%	0%	-17%	-6%	-1%	0%
CCOC(=O)N1CCN(C(=O)CN(c2cccc(C(F)(F)F)c2)S(=O)(=O)c2ccccc2)CC1	-11%	1%	-0.1%	8	-1%	-14%	-4%	-9%	0%	6%	-4%
CCOC(=O)c1[nH]c2ccccc2c1NC(=O)c1ccc(Br)o1	23µM*	-15%	-0.2%	-18	-2%	-5%[46.1 µM]	-7%	7%	?	1%	2%
Cc1nccn1CCN(C)Cc1cn(Cc2ccccc2)nc1-c1ccc2c(c1)OCO2	9%	1%	0.0%	0	-2%	4%	1%	3%	0%	-6%	-2%
Cc1ccc(CNC(=O)COC(=O)c2cc(C)oc2C)cc1	8%	3%	-0.5%	5	-7%	3%	0%	-15%	-4%	-4%	-7%
O=c1c(-c2ccc(Oc3ccccc3)cc2)[n+]([O-])c2ccccc2n1OCc1ccccn1	?	3%	-0.1%	2	0%	5%	1%	-8%	1%	-3%	-6%
COc1ccc(OC)c(N2C(N)=NC(N)=NC23CCCC3)c1	-3%	-2%	0.0%	9	2%	2%	1%	-17%	6%	3%	0%
Nc1cc(=O)[nH]c(SCC(=O)Nc2ccc(N3CCOCC3)cc2)n1	15%	.	-0.2%	.	4%	.	-2%	3%	0%	9%	2%
COc1ccc(C)cc1-n1nnnc1SC/C(O)=C(\C#N)c1nc2ccccc2[nH]1	-29%	-4%	-0.2%	-8	0%	-4%	1%	-1%	1%	4%	-2%
O=C(C1CC1)N1N=C(c2ccccc2)CC1(O)C(F)(F)C(F)(F)F (configuration not stated)	?	0%	-0.1%	-3	2%	-2%	-3%	-3%	?	1%	-5%
Cc1ccc(CNC(=O)c2ccccc2NS(=O)(=O)c2ccc(Cl)nc2)cc1	0%	0%	-1.0%	-41	-1%	-1%	.	12%	?	-13%	-7%
O=C(COc1ncnc2sccc12)N1CCN(c2ccccc2)CC1	-6%	-2%	-0.2%	-3	-2%	8%	0%	-28%	2%	16%	5%
O=C(Nc1ccccc1N1CCCCC1)c1ccc(OC(F)F)cc1	-12%	4%	-0.8%	-7	-5%	-1%	-2%	8%	?	-3%	-1%
C=CC[C@H](CC(=O)NCCO)C(=O)N[C@H](COC(=O)[C@@H](CC=C)Cc1ccc(F)cc1)c1ccccc1	7%	.	0.3%	7	4%	-12%	0%	-39%	-1%	-4%	0%
O=[N+]([O-])c1ccc(N2CCN(c3ccc(F)cc3)CC2)cn1	10%	15%	-0.5%	-7	1%	-1%	-10%	?	12%	2%	-3%
O=C(O)c1nnn(-c2cccc(C(F)(F)F)c2)c1-c1ccccc1	-2%	-1%	-0.3%	8	1%	-3%	-3%	5%	?	7%	-3%
O=C1CNC(=S)N1CCc1ccccc1Cl	9%	-9%	-0.4%	-6	0%	4%	0%	0%	?	-1%	3%
O=C(CSc1ncccn1)c1ccccc1Br	?	2%	-0.6%	-10	3%	0%	0%	8%	4%	0%	-11%
CN(C(=O)Cn1cnc2sccc2c1=O)C1CCCCC1	7%	2%	0.0%	36	1%	-10%	-5%	13%	?	6%	1%
COc1cc(NC(=O)c2ccc(S(=O)(=O)N(C)c3ccccc3OC)cc2)cc(OC)c1	15µM*	.	-0.1%	5	4%	0%[46.1 µM]	-3%	-1%	-1%	-2%	-1%
Cc1ccc(NC(=O)CSc2nnc(-c3ccncc3)n2C)cc1C	3%	-6%	-0.3%	0	1%	6%	-5%	12%	-3%	2%	8%
COc1ccc(N2CCN(C3CCCN(C(=O)CN4CCOC4=O)C3)CC2)cc1 (configuration not stated)	-4%	1%	-0.5%	-5	-2%	1%	-3%	0%	-1%	0%	2%
O=[N+]([O-])c1ccccc1S(=O)(=O)n1nnc2ccccc21	16%	6%	-0.2%	11	0%	-4%[46.1 µM]	-2%	-13%	12%	4%	-2%
Oc1c(C(c2cccs2)N2CCN(c3cccc(Cl)c3)CC2)sc2ncnn12 (configuration not stated)	1%	2%	-0.7%	2	1%	-7%	-3%	-19%	1%	0%	-8%

Compound activity as filed in PubChem.
